Screening results: PubChem, National Center for Advancing Translational Sciences (NCATS)
Lamin A splicing: modulators of lamin A splicing. HeLa LMNA splicing GFP/RFP minigene ratio, 48 h. Potency, µM (series often up to 46.1 µM), for the others: at the highest dose ratio change, negative = inhibition, hits mostly inhibitors. actives 0.01% (n = 200,000). AID 1487; active means well fitted inhibition curve with a large enough effect in the signal ratio, with a control signal flat, not every such curve was filed as active; inconclusive means small, poorly fitted or top-dose-only effect, or effect the other way, or a change in a side signal; the % refers to the signal ratio; further: potency means the concentration at half of the fitted maximal effect; on the % scale 0 is the no-effect control and ±100 the full control effect
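S3 HeLa cells stably expressing lamin A-EGFP splicing minigene plus DsRed2, 600 cells/well, 48 h compound exposure at 37C. Laser-scanning cytometry; analysed as GFP (500-530 nm)/RFP (575-640 nm) total intensity ratio; 0.5% DMSO vehicle.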
GAA spleen mod: inhibits or activates alpha-glucosidase in human spleen homogenate; Potency, µM (doses to about 79.9 µM), inactives show at the top dose activity change, negative = inhibition, most hits filed as inhibitors; human spleen homogenate, 4-MU-alpha-glucoside fluorescence; actives 0.006% (n = 240,000); AID 2112;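 further: potency means the concentration at half of the fitted maximal effect; 0% = enzyme with vehicle and -100% = no enzyme basal signal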
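AC50 values come from Hill-equation fits of concentration-response data, normalized to no-enzyme and full-activity controls. Enzyme source: 1 ug human spleen homogenate; 1 mM fluorogenic 4-MU glucoside, pH 5.0 citrate buffer, 37 C, 40 min.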
CBFb-RUNX1 inh: CBF-beta/RUNX1 interaction disruption; Potency, µM (series often up to 59.8 µM), inactives show top-dose activity, negative = inhibition, usual class: inhibitors; AID 1477; 230,000 tested, under 10 active; AlphaScreen CBFb-His/RUNX1-biotin binding, biochemical; further: % of control where 0% means no effect
Target sequence (Q01196 whole entry, looked up): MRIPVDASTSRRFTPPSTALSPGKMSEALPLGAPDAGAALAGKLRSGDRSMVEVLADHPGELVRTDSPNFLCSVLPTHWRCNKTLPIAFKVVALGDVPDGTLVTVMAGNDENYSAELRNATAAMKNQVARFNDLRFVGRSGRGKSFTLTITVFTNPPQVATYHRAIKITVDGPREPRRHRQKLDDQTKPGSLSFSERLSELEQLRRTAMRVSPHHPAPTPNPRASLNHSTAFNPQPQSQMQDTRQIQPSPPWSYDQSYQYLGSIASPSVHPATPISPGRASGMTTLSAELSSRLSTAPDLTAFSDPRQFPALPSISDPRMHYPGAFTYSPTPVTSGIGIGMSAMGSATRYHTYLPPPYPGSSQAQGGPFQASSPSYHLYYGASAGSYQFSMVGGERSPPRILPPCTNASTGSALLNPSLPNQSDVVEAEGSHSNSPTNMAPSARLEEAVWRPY
Target sequence (Q13951 whole entry, looked up): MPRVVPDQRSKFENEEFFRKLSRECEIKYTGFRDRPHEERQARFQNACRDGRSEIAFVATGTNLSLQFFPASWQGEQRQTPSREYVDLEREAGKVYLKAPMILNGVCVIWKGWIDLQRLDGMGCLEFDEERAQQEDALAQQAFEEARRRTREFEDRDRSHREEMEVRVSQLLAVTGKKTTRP
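Room-temperature protein-protein interaction test with 30 nM each of His-tagged CBF-beta and biotinylated RUNX1, 15 min with compound, then 90 min with nickel plus streptavidin beads. Signal read in AlphaScreen mode.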
GAA inhib: alpha-glucosidase (human) inhibition. P10253. Potency, µM (series often up to 76.9 µM), without a hit: at the top dose activity change, negative = inhibition, usual class: inhibitors. AID 1466. actives 0.005% (n = 200,000). purified human GAA, 4-MU-alpha-glucoside fluorescence;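 further: potency means the concentration at half of the fitted maximal effect; plate controls were uninhibited enzyme wells for no effect and no-enzyme background for full effect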
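AC50 values come from Hill fits of compound titrations (up to 77 uM) against 4 nM human enzyme. Substrate 4-methylumbelliferyl-alpha-D-pyranoside at 400 uM, pH 5.0 citrate buffer, 20 min room temperature; fluorescence Ex 365/Em 440 after alkaline stop.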
HttQ103 aggreg: inhibitors of mutant huntingtin aggregate formation in PC12 cells; actives 1.1% (n = 220,000); PC12 HttQ103-GFP aggregates, Acumen cytometry, 40 h; Potency, µM (doses to about 46.1 µM), without a hit: at the top dose activity change, negative = inhibition, actives largely listed as inhibitors; further: potency means the concentration at half of the fitted maximal effect; on the % scale 0 is the no-effect control and ±100 the full control effect; nearly all actives have a fitted effect of over 60% in size
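Ecdysone-promoter PC12 model expressing HTT exon 1 Q103 fused to GFP, induced by tebufenozide at 100 nM final. Compounds titrated; aggregates sized 1–25 µm scored on a 488 nm laser cytometer.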
HTT cytoprotect: protects HTT-Q103 PC12 cells, measured by ATP | PC12 HTT-Q103 induced, cytoprotection, ATP luminescence, 40 h | Potency, µM (series often up to 56.4 µM), without a hit: cytoprotection (ATP increase), usual class: activators | actives 0.14% (n = 230,000);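 further: potency means the concentration at half of the fitted maximal effect; % of control where 0% means no effect; nearly all actives have a fitted effect of over 45% in size; toxic huntingtin expression switched on by the ecdysone agonist tebufenozide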
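Compounds were screened for protection of PC12 cells against cell death after tebufenozide induction (100 nM final) of mutant Huntingtin exon 1 (Q103) fused to GFP.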
GAA glycogen: alters human alpha-glucosidase cleavage of glycogen; P10253; recombinant GAA, glycogen substrate, Amplex Red glucose oxidase fluorescence; Potency, µM (titrated, usually from 76.4 µM), without a hit: at the highest dose activity change, negative = inhibition, usual class: inhibitors; actives 0.38% (n = 300,000);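 further: potency means the concentration at half of the fitted maximal effect; 0% = full enzyme reaction and -100% = no-enzyme basal signal; the screen sought inhibitors and activators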
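qHTS, 1536-well; enzyme 4 nM final; cpd up to 77 uM; substrate bovine liver glycogen 30 ug; 50 mM citrate/phosphate pH 5.0, 0.01% Tween-20; 37 C, 40 min; Amplex Red detection 45 min RT; Hill fit → AC50.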
* hit, by the source's call; ? = inconclusive; nt = not tested or not shown; & = joins results of further samples; [ ] = remark or other dose. Unless noted, the call rests on the fitted dose curve; in most records, active means well fitted curve in the direction sought with a large enough effect; inconclusive means small, poorly fitted or top-dose-only effect, or another doubt; inactive means no such curve, though single readings can be large; an effect the other way counts as inactive or inconclusive.

SMILES | Lamin A splicing | GAA spleen mod | CBFb-RUNX1 inh | GAA inhib | HttQ103 aggreg | HTT cytoprotect | GAA glycogen
Cc1ccnc(NC(=O)Nc2ccc(F)cc2)c1 | 7% | -12% | 6% | 4% | 3% | -69%[inhibitor] | -3%
Cc1nc(-c2ccccc2)sc1C(=O)CSc1ccc(Cl)cc1 | 1% | 0% | ? | -3% | 7% | 2%[10 µM] | -4%
O=C(Cc1ccc(-n2cccc2)cc1)NCc1ccccc1Cl | ? | 4% | -1% | 11% | ? | 6%[10 µM] | 0%
O=C(NCCc1nc(-c2ccccc2)cs1)c1ccc(Br)cc1 | ? | -1% | 14% | 1% | 7% | 10%[10 µM] | -6%
CCOC(=O)NC(=O)/C(C=Nc1ccc(Cl)c(Cl)c1Cl)=C(\C)O | 0% | -14% | 5% | 0% | -10% | nt | 4%
COc1ccc(S(=O)(=O)N2CCN(C(=O)c3cccc(Cl)c3)CC2)cc1 | -13% | -12% | 2% | -15% | -16% | 1% | -3%
C#CCNC(=O)C1=C[C@@H](c2coc3ccccc3c2=O)C[C@@H](OCCCCO)O1 | nt | 4% | 6% | nt | 19%[9.22 µM] | 6%[10 µM] | 8%
C=CCN(C(=O)CCC(=O)O)C1CC(=O)N(c2ccc(OC)cc2)C1=O (stereo not drawn) | 12% | 5% | 3% | 3% | -1% | 8% | -11%
O=C(C1CCCN(S(=O)(=O)c2cccs2)C1)N1CCN(C2CCCCC2)CC1 (stereo not drawn) | 6% | -4% | 5% | -8% | 1% | 9% | 2%
NC(=O)C1CCN(C(=O)/C=C/c2cc(Br)ccc2F)CC1 | nt | 3% | 0% | -15% | 9% | -37% | -2%
Cn1c(=O)[nH]c(=O)c2c1nc(N/N=C/c1ccncc1)n2Cc1ccc(Cl)cc1 | nt | -10% | 8% | nt | -33%[9.22 µM] | -23%[10 µM] | -5%
COc1cccc(-c2nnc(SCC(=O)N3CCOCC3)o2)c1 | 3% | -3% | 10% | -3% | -20% | -16% | -3%
CCCCc1ccc(NC(=O)N2CCNC(=O)C2CC(=O)Nc2ccsc2C(=O)OC)cc1 (stereo not drawn) | nt | -1% | -2% | nt | -25%[9.22 µM] | 17%[10 µM] | -13%
CC(C(=O)OCC(=O)c1cccc([N+](=O)[O-])c1)N1C(=O)C2C3CCC(C3)C2C1=O (stereo not drawn) | -18% | -19% | 5% | -1% | -5% | 6%[10 µM] | -4%
COc1cc(C2=NOC(C(=O)N3CCOCC3)C2)cc(OC)c1OC (stereo not drawn) | 3% | -6% | -2% | -5% | 13% | -2% | -16%
CN(Cc1cccs1)C(=O)CSc1nc(N)cc(N)n1 | 10%[46 µM] | 5% | 1% | 2% | 0% | -28% | -6%
O=C(c1cccc(C(F)(F)F)c1)N1CCC(O)(CS(=O)(=O)Cc2ccc(Cl)cc2)CC1 | -18% | 1% | 5% | -7% | -9% | -5%[10 µM] | 0%
CC(=O)N(CCC(Cc1ccccc1)c1ccco1)Cc1ccco1 (stereo not drawn) | -7%[46 µM] | -7% | -8% | 1%[15.4 µM] | -5%[9.22 µM] | 27%[10 µM] | -2%
CC(=O)N1N=C(c2ccc(C)c([N+](=O)[O-])c2)OC1(C)C | nt | 0% | 0% | -17%[15.4 µM] | 16%[9.22 µM] | 8%[10 µM] | 4%
N#Cc1c(-c2ccco2)cc(-c2cccnc2)nc1N | -1% | -8% | ? | ? | 20% | -18%[0.074 µM] | 10%
CCNC(=S)N(Cc1cc2cccc(C)c2[nH]c1=O)C1CCCC1 | 0% | 4% | -5% | 0% | 5% | 6%[10 µM] | -3%
CCOC(=O)Cc1csc(NC(=O)COc2c(C)cccc2C)n1 | nt | -6% | 6% | -6% | ? | nt | -13%
CCOC(=O)n1c(=O)n(C)c2ccc(Cl)cc21 | ? | 1% | -2% | 0% | 16% | -18% | 14%
CN(CCc1ccccn1)C(=O)CCC1CCCN(C(=O)CCOc2ccccc2)C1 (stereo not drawn) | nt | 1% | 7% | nt | 10%[9.22 µM] | 36%[10 µM] | -8%
O=S(=O)(Nc1ccc2c(c1)OCCO2)c1cnc[nH]1 | 3% | -2% | -3% | 2% | -11% | 6% | 5%
CN1CCN(c2ccc([N+](=O)[O-])c(Sc3nc4ccccc4[nH]3)c2)CC1 | ? | -9% | 1% | -14% | 1% | -29% | 2%
CSc1c(-c2ccccc2)nc2ccccc2c1C(=O)O | 5% | -3% | 2% | -11% | 6% | 9% | 3%
Cn1c(SCC(=O)N2CCCC2)nc2ccccc21 | ? | 5% | 17% | 12% | 6% | -1% | 1%
Oc1ccc(Cc2ncc(C(F)(F)F)cc2Cl)cc1 | -7%[46 µM] | 0% | -8% | -1% | -14% | 2%[10 µM] | -5%
Cc1ccccc1NC(=O)c1cc(C(=O)c2cc(Cl)ccc2O)cn(-c2ccccc2C)c1=O | ? | 6% | -15% | -1% | 16µM* | 34%[10 µM] | -4%
CCCc1c(OCC(O)COc2ccc3c(=O)cc(C(=O)O)oc3c2CCC)ccc(C(C)=O)c1O (stereo not drawn) | nt | 4%&2% | 5%&14% | nt | nt | -3% | nt
O=c1cc2ncc(-c3[nH]ncc3[N+](=O)[O-])cn2[nH]1 | nt | 15% | ? | nt | -11%[9.22 µM] | 2%[10 µM] | -4%
CCOC(=O)CSc1nc(-c2ccccc2)nc2ccc(F)cc12 | 1% | -1% | ? | 7% | -2% | -35% | -18%
Nc1ncnc2nc(SCCOc3ccc(Cl)cc3)[nH]c12 | ? | 0% | -1% | 2% | 7% | 0%[10 µM] | 1%
Cc1ccc(O)c(C2=NNC(c3ccc(Cl)cc3)C2)c1 (stereo not drawn) | nt | -8% | -10% | nt | 1%[9.22 µM] | 18%[10 µM] | 12%
CN(C)C(CNC(=O)C1CCN(S(=O)(=O)c2ccccc2)CC1)c1ccccc1 (stereo not drawn) | nt | 10% | -16% | nt | -6%[9.22 µM] | 15%[10 µM] | -3%
FC(F)(F)c1ccc2c(c1)[nH]c(=S)n2C1CC1 | ? | 0% | -2% | 2% | -15% | 5% | 5%
Cc1ccsc1C(C(=O)NC1CCCCC1)N(C(=O)Cc1cccs1)C1CC1 (stereo not drawn) | ? | -12% | 9% | 0% | 2% | 26%[10 µM] | 3%
Cc1nc2c(sc3nc(N4CCOCC4)c4c(c32)CC(C)(C)OC4)c(-c2ccccc2)c1C(=O)O | nt | 2% | 1% | 3%[15.4 µM] | 16%[9.22 µM] | -17%[10 µM] | -3%
O=c1cnc2cnc(N3CCOCC3)nc2n1CCc1ccccc1 | -5% | -10% | nt | nt | nt | 0% | nt
CCOc1ccc2nc(/N=C/c3nc(-c4ccccc4)oc3O)sc2c1 | -21% | -5% | -4% | 7% | 14% | 17%[10 µM] | -1%
COc1ccc(/C=N/NC(=O)CN(C2=NS(=O)(=O)c3ccccc32)c2ccccc2)cc1 | ? | -4% | -10% | 6% | 27% | 19%[10 µM] | 6%
COC(=O)c1sc(SC)c(-c2ccon2)c1C | -4%[46 µM] | 0% | 10% | ? | 1%[9.22 µM] | 20%[10 µM] | -10%
Cc1cccc(N(Cc2cc3cc(C)ccc3[nH]c2=O)C(=O)c2cccs2)c1 | nt | 5% | -1% | nt | 14%[9.22 µM] | -2%[10 µM] | -3%
O=S(=O)(c1cnc(Cl)c(Cl)c1)N1CCCc2ccccc21 | -7% | 5% | -21% | 7% | 0% | -25%[10 µM] | -2%
O=S(=O)(c1ccccc1)N1CCC(=NO)CC1 | 8%[46 µM] | -2% | 1% | ? | -4% | 1% | -1%
CC(C)COC(=O)NC1c2ccccc2Oc2ccccc21 | nt | -1% | 7% | nt | -18%[9.22 µM] | -17%[10 µM] | 6%
COCCNC(=O)c1ccccc1NC(=O)CSc1ccc(C)cc1 | ? | -2% | 10% | -3% | 15% | -24% | 18%
Cn1c(=O)cc(SCC(=O)NCc2cccnc2)c2ccccc21 | -4% | -21% | -10% | 2% | 2% | 4%[10 µM] | 0%
CCOC(=O)CNC(=O)CSc1nnc(-c2cccc(OC)c2)n1CC | 3% | -6% | 4% | 1% | -1% | -25% | 3%
Cn1cnnc1SCc1ccc(F)c2ccccc12 | 12% | -9% | 1% | -3% | -1% | 5%[10 µM] | -3%
NC(=O)NO | ? | -8%&-10% | 19%&16% | nt | 11% | ? | nt
O=C(CCCN1C(=O)c2ccccc2C1=O)NCCCn1ccnc1 | -17%[46 µM] | 2% | 15% | -5% | 11% | -10% | 8%

Of the compounds above, 7 have fluorine:
SMILES | Lamin A splicing | GAA spleen mod | CBFb-RUNX1 inh | GAA inhib | HttQ103 aggreg | HTT cytoprotect | GAA glycogen
Cc1ccnc(NC(=O)Nc2ccc(F)cc2)c1 | 7% | -12% | 6% | 4% | 3% | -69%[inhibitor] | -3%
NC(=O)C1CCN(C(=O)/C=C/c2cc(Br)ccc2F)CC1 | nt | 3% | 0% | -15% | 9% | -37% | -2%
O=C(c1cccc(C(F)(F)F)c1)N1CCC(O)(CS(=O)(=O)Cc2ccc(Cl)cc2)CC1 | -18% | 1% | 5% | -7% | -9% | -5%[10 µM] | 0%
Oc1ccc(Cc2ncc(C(F)(F)F)cc2Cl)cc1 | -7%[46 µM] | 0% | -8% | -1% | -14% | 2%[10 µM] | -5%
CCOC(=O)CSc1nc(-c2ccccc2)nc2ccc(F)cc12 | 1% | -1% | ? | 7% | -2% | -35% | -18%
FC(F)(F)c1ccc2c(c1)[nH]c(=S)n2C1CC1 | ? | 0% | -2% | 2% | -15% | 5% | 5%
Cn1cnnc1SCc1ccc(F)c2ccccc12 | 12% | -9% | 1% | -3% | -1% | 5%[10 µM] | -3%
